Compound activity (PubChem)
hIAP inh: blocks human intestinal alkaline phosphatase; P09923; inhibition, % at 10 µM; purified IAP, CDP-Star luminescence, 30 min; 0.12% of 330,000 active; AID 2544;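 active = inhibition reaching a set limit with compound at 10 µM in the primary screen, cut at about 35% in these data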;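 also: plate controls were DMSO wells with enzyme for no effect and no-enzyme buffer wells for full effect; values of inactives mirror those of a sister screen read the other way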
Target sequence (P09923 whole entry, looked up): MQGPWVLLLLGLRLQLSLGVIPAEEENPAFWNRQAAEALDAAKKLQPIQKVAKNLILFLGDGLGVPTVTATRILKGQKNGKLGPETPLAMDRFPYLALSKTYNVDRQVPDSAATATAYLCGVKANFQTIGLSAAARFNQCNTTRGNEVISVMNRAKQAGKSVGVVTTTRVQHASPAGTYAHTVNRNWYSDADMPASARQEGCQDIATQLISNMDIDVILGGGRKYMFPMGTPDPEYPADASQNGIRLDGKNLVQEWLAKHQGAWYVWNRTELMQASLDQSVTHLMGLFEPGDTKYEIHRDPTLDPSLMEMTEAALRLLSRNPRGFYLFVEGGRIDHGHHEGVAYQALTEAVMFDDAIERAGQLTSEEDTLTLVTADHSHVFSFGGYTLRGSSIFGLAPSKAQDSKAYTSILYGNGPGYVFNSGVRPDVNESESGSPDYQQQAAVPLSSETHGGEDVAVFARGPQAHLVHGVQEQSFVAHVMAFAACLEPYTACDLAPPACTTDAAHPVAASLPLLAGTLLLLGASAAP
MIN6 prolif: inducers of beta-cell replication in MIN6 cells; MIN6 cells proliferation, ATPlite luminescence, 48 h; cells starved in 0.2% serum; 100% = growth in 10% serum; proliferation, % at 10 µM; 0.29% of 330,000 active; AID 2380;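 active = compounds whose signal lies at least 3.5 SD above the mean of all wells on their plate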;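 also: 0% = DMSO-treated cells in low-serum medium and 100% = 10% serum control; some compounds called inactive have numbers as strong as hits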
hIAP act: increases human intestinal alkaline phosphatase activity. P09923. purified human IAP, CDP-Star luminescence, 30 min; stronger effect = higher value; 1 = vehicle-only enzyme, 0 = enzyme-free background. activation factor at 10 µM. 0.16% of 330,000 active. AID 2524;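 active = activation factor of the enzyme at least 2-fold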; also: the source names both 10 and 20 µM as test concentration; values of inactives mirror those of a sister screen read the other way
APOBEC3A inh: inhibitors of human APOBEC3A DNA deaminase; P31941; recombinant A3A, FAM/TAMRA ssDNA deamination fluorescence; inhibition, % at 20 µM; 0.41% of 330,000 active; AID 493011;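 active = at least 40% inhibition at 20 µM here, with at most 30% in a related deaminase screen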;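 also: plate controls were A3A with DMSO for no effect and wells lacking A3A enzyme for full effect; some results filed as inactive read as strong as hits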
Target sequence (P31941 whole entry, looked up): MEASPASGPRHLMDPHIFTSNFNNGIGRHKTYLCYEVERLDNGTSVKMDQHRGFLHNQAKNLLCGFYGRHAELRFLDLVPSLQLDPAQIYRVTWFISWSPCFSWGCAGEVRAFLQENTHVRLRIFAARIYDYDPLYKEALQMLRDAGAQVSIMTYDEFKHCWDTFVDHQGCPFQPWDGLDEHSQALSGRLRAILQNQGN
mIAP activ: mouse IAP activation | activation factor at 10 µM | 0.24% of 330,000 active | muIAP, CDP-Star luminescence, 30 min; stronger effect = higher value; 1 = vehicle-only enzyme signal, 0 = enzyme-free wells;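 active = activation factor of at least 2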; also: the source names both 10 and 20 µM as test concentration; values of inactives mirror those of a sister screen read the other way
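Assay system: mouse IAP enzyme; Reagent: CDP-Star chemiluminescent phosphatase substrate; Compound: DMSO-dissolved test compounds; Incubation: 30 min, room temperature; Technique: luminescence from enzymatic CDP-Star hydrolysis; Controls: DMSO-only wells and no-enzyme negative control.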
SENP1 FRET inh: blocks the human SENP1 SUMO protease catalytic domain. 0.21% of 360,000 active. recombinant SENP1 catalytic domain, CyPet-SUMO1-YPet FRET cleavage. inhibition, % at 10 µM;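 active = inhibition at least 30% at 10 µM, raw YFP signal under a set limit, fluorescence ratio 0.5 to 1.5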;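 also: 0% = enzyme with DMSO and 100% = no enzyme wells; some results filed as inactive read as strong as hits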
Target sequence (Q9P0U3 419-644 limits assumed): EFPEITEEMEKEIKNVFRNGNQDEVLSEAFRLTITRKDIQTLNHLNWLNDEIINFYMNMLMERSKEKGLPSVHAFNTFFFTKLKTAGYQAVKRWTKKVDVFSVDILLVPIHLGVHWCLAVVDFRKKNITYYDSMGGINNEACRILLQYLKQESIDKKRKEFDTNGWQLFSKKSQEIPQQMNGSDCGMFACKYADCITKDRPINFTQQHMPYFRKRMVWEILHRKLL
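Test system: recombinant human SENP1 catalytic domain, His6-tagged / Medium: pH 8 Tris buffer with EDTA, NaCl, BME, BSA, NP40, catalase / Also added: SUMO1 FRET substrate flanked by Cypet and Ypet, 25 nM / Times: 50 min reaction at room temperature / Signal: FRET, CFP and YFP emission / Control set: no-enzyme low control and enzyme-plus-DMSO high control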
mIAP inh: mouse IAP inhibition; purified mouse IAP, CDP-Star luminescence, 30 min; inhibition, % at 10 µM; 0.2% of 330,000 active;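 active = inhibition of at least 40% at 10 µM in the primary screen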;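 also: plate controls were DMSO with enzyme for no effect and no enzyme wells for full effect; values of inactives mirror those of a sister screen read the other way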
A3G deaminase: APOBEC3G (human) deaminase inhibition; Q9HC16; recombinant A3G, ssDNA deamination FAM/TAMRA fluorescence; inhibition, % at 20 µM; 0.28% of 330,000 active; AID 493012;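 active = inhibition of at least 40% at 20 µM, with no more than 30% in the related APOBEC3A deaminase screen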;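 also: plate controls were DMSO wells with A3G for no effect and wells lacking A3G enzyme for full effect; some compounds called inactive have numbers as strong as hits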
NLRP3 yeast inh: inhibitors of NALP3 inflammasome in yeast. 0.39% of 330,000 active. Yeast reconstituted NLRP3/ASC/caspase-1, beta-gal luminescence, 24 h. inhibition, % at 10 µM;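 active = inhibition of 50% or more; inactive = inhibition below 50%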;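 also: plate controls were induced DMSO wells for no effect and uninduced yeast grown without galactose for full effect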
* = called active by the depositor. A portion of the library; the hit share may differ from the screen's.

SMILES	hIAP inh	MIN6 prolif	hIAP act	APOBEC3A inh	mIAP activ	SENP1 FRET inh	mIAP inh	A3G deaminase	NLRP3 yeast inh
C/C(O)=c1/c(=O)nc2cccc3c2=c1c1ccccc1c3=O	5	2	0.95	-2	1	-2	-3	-3	8
O=S(=O)(c1cccc(F)c1)N1CCN(C(=S)NCc2ccccc2)CC1	1	1	0.99	5	1.1	-1	-8	-5	17
Cn1c(SCC(=O)NCC2CCCO2)nnc1-c1c[nH]c2ccccc12 (stereo not given)	-6	0	1.1	-6	1.1	4	-7	-4	12
COc1ccc(-n2ncc3c2CC(C)(C)CC3NC(=O)CCC2=NNC(=O)CC2)cc1 (stereo not given)	-26	-3	1.3	0	1.1	0	-11	3	5
O=[N+]([O-])c1ccc(NCCCNS(=O)(=O)c2ccccc2)c(Cl)c1	26	-4	0.74	-3	1	-2	-2	-12	4
COc1ccc(/C=N/NC(=S)NCC2CCCO2)cc1 (stereo not given)	1	-2	0.99	-1	1	1	0	2	22
Cc1ccc(OC(=O)COc2ccccc2)c(-n2nc3ccccc3n2)c1	-9	2	1.1	0	1	2	-2	-3	8
CC(=O)Nc1ccc(S(=O)(=O)c2ccc(N)cc2)cc1	-2	1	1	0	0.98	2	2	-3	1
Cc1ccc(SCc2ccc(C(=O)NCc3cccnc3)cc2)cc1	0	-3	1	0	1.1	3	-10	-5	11
O=C(COC(=O)/C=C/c1cccc([N+](=O)[O-])c1)NCc1ccco1	14	2	0.86	2	0.93	3	7	2	24
CCC(C(=O)OC)n1cnc2c(cnn2-c2ccc(Cl)cc2)c1=O (stereo not given)	-18	0	1.2	1	1	-2	-2	3	18
COc1ccc(-c2csc3ncn(CC(=O)N4CCOCC4)c(=O)c23)cc1	-2	-2	1	2	1.1	-4	-15	0	16
O=C(O)CC/C(=N/NC(=O)CNC(=O)Cc1ccccc1)c1ccccc1	-2	-3	1	4	0.93	2	7	1	0
CC(=O)NC(CC(=O)Nc1ccc(S(=O)(=O)Nc2nccs2)cc1)c1ccccc1 (stereo not given)	2	2	0.97	-3	0.94	0	6	2	17
COc1cccc(-c2cc3nc4c(c(N5CCC6(CC5)OCCO6)n3n2)CCCC4)c1	12	-5	0.88	0	1.1	-2	-6	-2	17
CC(C)n1ncc2c(C(=O)Nc3ccc(S(C)(=O)=O)cc3)cc(C3CC3)nc21	-12	-4	1.1	0	0.99	-1	1	-9	22
Cc1ccc(OCCC(=O)OCC(=O)Nc2ccc(C)cc2Cl)cc1	-1	-2	1	2	1.1	5	-6	4	9
COCCCNC(=O)CN1C(=O)CSc2ccc(S(=O)(=O)N3CCOCC3)cc21	2	0	0.98	0	0.97	-1	3	-1	20
N#Cc1c(Cl)nsc1NCCN1CCOCC1	-1	-5	1	1	1	3	-2	-1	5
CCN1C(=O)C(CC(=O)Nc2ccc(F)cc2)N(Cc2ccco2)C1=S (stereo not given)	6	-2	0.94	-1	1.2	0	-15	-4	-10
COc1ccc(N2CCN(c3nc4c(c(=O)n(C)c(=O)n4C)n3CCCc3ccccc3)CC2)cc1	3	-2	0.97	2	1	0	-4	-1	7
Cc1noc(C)c1COC(=O)CN(C)S(=O)(=O)c1ccc(Cl)cc1	17	-1	0.83	1	1	1	-1	0	-5
O=C1CN(S(=O)(=O)c2cccc(Cl)c2Cl)CCN1	-7	0	1.1	-3	1.1	3	-5	-5	-7
CC1S/C(=N/N=C/c2ccco2)N(Cc2ccc(F)cc2)C1=O (stereo not given)	18	-1	0.82	-1	1	0	-2	-5	31
CC(C)(C)c1ccc(-c2noc(-c3ccno3)n2)cc1	-23	-1	1.2	-4	1.1	-3	-7	-4	33

(cont.)
SMILES	hIAP inh	MIN6 prolif	hIAP act	APOBEC3A inh	mIAP activ	SENP1 FRET inh	mIAP inh	A3G deaminase	NLRP3 yeast inh
CC1(C)CC(NS(=O)(=O)c2ccc(C(C)(C)C)cc2)CC(C)(C)N1	-32	0	1.3	-1	0.91	1	10	-4	-6
O=C(c1ccc(Cl)c(S(=O)(=O)N2CCOCC2)c1)N1CCCCCC1	1	0	0.99	-3	0.95	2	5	-12	5
COCCN1C(=O)N[C@@H](c2cccc(C(F)(F)F)c2)[C@H](C(=O)OC)[C@H]1C	-10	-4	1.1	4	0.94	-2	6	-11	11
COc1cccc(C(=O)COC(=O)C(C)N2C(=O)c3ccccc3C2=O)c1 (stereo not given)	-10	2	1.1	-3	1.1	5	-6	-3	-16
O=C(Nc1ccccc1)C1=C[C@@H](c2coc3ccccc3c2=O)C[C@@H](OCc2ccc(CO)cc2)O1	-6	3	1.1	-1	1	-2	-4	-6	11
CNC(=S)NNC(=O)c1ccc(C(C)(C)C)cc1	-40	-4	1.4	-2	1	0	-3	-1	-13
COc1ccc(S(=O)(=O)Nc2cc(S(=O)(=O)N3CCOCC3)ccc2OC)cc1	23	-1	0.77	-4	1.1	1	-6	-7	6
COc1ccccc1C1C(C#N)=C(N)Oc2c1c(-c1ccccc1)nn2-c1ccccc1 (stereo not given)	2	0	0.98	-1	1	-12	-3	-3	10
O=c1c2ccccc2nc2n1C(CSCc1ccccc1)CS2 (stereo not given)	-28	0	1.3	0	1.1	1	-8	-4	12
COc1cc(OC)c(OC)cc1CN(C)CCc1ccccn1	9	4	0.91	-2	1	-3	-1	-3	7
CCN(C(=O)c1ccco1)C1C2CC3CC(C2)CC1C3 (stereo not given)	-10	3	1.1	-2	0.98	2	2	-3	33
O=C(NCc1ccccc1F)c1ccc2c(c1)OCO2	6	2	0.94	-1	1	1	-1	-5	-2
CC(=O)c1ccc(Sc2ccccc2)cc1	20	1	0.8	-2	0.87	1	13	-4	26
O=C(CSc1nnnn1C1CCCCC1)Nc1cccc(NC(=O)c2ccco2)c1	-4	0	1	7	0.97	1	3	4	11
CC(C)Nc1nnc(SCC(=O)c2c[nH]c3ccccc23)s1	6	0	0.94	-2	1	-7	-1	-11	8
COc1ccc(/C=N/NC(=O)c2cc(=O)[nH]c3ccccc23)cc1OC	7	-2	0.93	-2	0.91	1	9	17	10
CC(C)c1nc(SCC(=O)NC(=O)NC(C)(C)C)n[nH]1	4	-1	0.96	-9	1	1	0	-4	-8
Cc1cc(NC(=O)Cn2nc(C(=O)O)c3ccccc3c2=O)c([N+](=O)[O-])cc1C	3	-2	0.97	1	0.97	3	3	-12	15
CCCC(=O)c1ccc2c(c1)OCCO2	6	-2	0.94	0	1	1	0	-1	24
O=C(COc1ccc(Br)cc1)N(Cc1cccs1)C1CCS(=O)(=O)C1 (stereo not given)	-17	0	1.2	-6	1	-1	0	-7	17
O=C1CC(N2CCN(Cc3ccccc3)CC2)C(=O)N1CCc1ccccc1 (stereo not given)	6	-4	0.94	0	0.97	-1	2	-3	7
COc1cccc(NC(=O)CN(C)C(=O)c2ccc(-c3cccc(C(F)(F)F)c3)o2)c1	-4	-1	1	-1	0.96	2	4	-5	23
COc1cccc(NC(=O)Cn2c(CCC(=O)O)ccc2-c2ccc(Cl)cc2)c1	-23	0	1.2	-4	1	-1	0	-7	12
C[N+]1([O-])[C@@H]2Cc3cc4c(cc3[C@@H]1Cc1cc3c(cc12)OCO3)OCO4 (stereo not given in full)	17	-3	0.83	-5	0.93	0	7	-5	13
CC[C@H](C)[C@H](NC(N)=O)C(=O)NCCc1ccc(OC)c(OC)c1	1	-3	0.99	-1	0.93	0	7	-6	-5

Copied from the entries so far (three entries):
SMILES	hIAP inh	MIN6 prolif	hIAP act	APOBEC3A inh	mIAP activ	SENP1 FRET inh	mIAP inh	A3G deaminase	NLRP3 yeast inh
CNC(=S)NNC(=O)c1ccc(C(C)(C)C)cc1	-40	-4	1.4	-2	1	0	-3	-1	-13
COc1ccc(S(=O)(=O)Nc2cc(S(=O)(=O)N3CCOCC3)ccc2OC)cc1	23	-1	0.77	-4	1.1	1	-6	-7	6
COc1ccccc1C1C(C#N)=C(N)Oc2c1c(-c1ccccc1)nn2-c1ccccc1 (stereo not given)	2	0	0.98	-1	1	-12	-3	-3	10

(next part)
SMILES	hIAP inh	MIN6 prolif	hIAP act	APOBEC3A inh	mIAP activ	SENP1 FRET inh	mIAP inh	A3G deaminase	NLRP3 yeast inh
O=C(NC1CC2CCCC(C1)N2Cc1ccccc1)c1cccc(F)c1 (stereo not given)	14	1	0.86	-5	1	0	-1	-6	26
COC(=O)CNC(=O)COC(=O)/C=C/c1ccc2ccccc2n1	-3	10*	1	0	1	-2	-2	1	8
CC1CCCN(C(=O)Cn2nnc(-c3ccc(S(C)(=O)=O)cc3)n2)C1 (stereo not given)	-6	-2	1.1	30	1.1	0	-8	1	11
CSCCNC(=O)c1ccc(OC2CCN(S(=O)(=O)N(C)C)CC2)cc1	27	-1	0.73	-5	0.94	1	6	-10	-7
Cc1csc2ncc(C(=O)N3CCCc4ccccc43)c(=O)n12	8	-1	0.92	-4	0.99	2	1	-7	11
CN(Cc1ccccc1)c1ccc(N2C(=O)CCC2=O)cc1[N+](=O)[O-]	7	1	0.93	5	1	2	-1	-2	21
COc1ccc(CCNc2ncnc3c2[nH]c2cc(OC)c(OC)cc23)cc1OC	-28	-4	1.3	-2	2	-7	-97	-14	12
COc1ccccc1-c1csc(-n2ncc(C#N)c2N)n1	-16	0	1.2	5	0.82	0	18	0	22
CC(=O)Nc1cc[n+](CC(=O)c2cccc([N+](=O)[O-])c2)cc1	10	-2	0.9	-6	0.93	0	7	-5	17
COc1cccc(-c2noc(C3CCCN(C(=O)CC(C)(C)C)C3)n2)c1 (stereo not given)	-9	1	1.1	5	1.1	3	-14	-6	0
Cc1ccccc1CNC(=O)COc1ccccc1	-2	0	1	-4	1.1	0	-7	-1	-12
Brc1ccc(NC(c2ccccc2)c2ccncc2)cc1 (stereo not given)	-9	-3	1.1	2	1	-5	-5	-2	8
CCCc1nc(SCC(=O)N2CCCc3ccccc32)c2c(=O)n(C)c(=O)n(C)c2n1	21	-7	0.79	-3	0.84	1	16	-4	-6
CC(C)(C)NC(=O)Cn1nnc(-c2cccs2)n1	-6	0	1.1	-2	0.91	0	9	-8	13
O=C(O)CCCCCCC1C(=O)NC(=O)N1CCC(O)C1CCCCC1 (stereo not given)	-2	3	1	-2	0.99	0	1	-7	25
Cn1c(SCc2c(Cl)cccc2Cl)nnc1-c1cccs1	-10	-1	1.1	-3	0.94	0	6	-5	43
CNS(=O)(=O)c1ccc(Oc2ccc(S(=O)(=O)NC)cc2)cc1	-14	1	1.1	0	0.98	3	2	-6	-1
CC(C)(C)NC(=S)N/N=C/c1c(Cl)cccc1Cl	10	6	0.9	-2	0.97	-2	3	-3	17
CC(=O)Nc1ccc(S(=O)(=O)Nc2cccc(-c3csc(C)n3)c2)cc1	-6	0	1.1	11	0.93	0	7	-12	16
CCn1c(SCC(=O)Nc2cc(OC)ccc2OC)nc2c(c1=O)SCC2	-18	-2	1.2	1	0.95	-1	5	-1	4
N/C(=N\OC(=O)c1cccc(C(F)(F)F)c1)c1cnccn1	9	-2	0.91	-2	0.91	2	9	-7	30
CCOc1ccc(Cc2c(C)[nH]c3ccc(C(=O)O)cc3c2=S)cc1	11	-2	0.89	16	0.93	2	7	-1	3
N#Cc1nc(/C=C/c2ccccc2)oc1NCCCN1CCOCC1	0	-1	0.99	-7	1.1	-78	-9	-11	8
